Pf growth 48h: P. falciparum growth inhibition at 48 hours (one generation); P. falciparum luciferase growth in erythrocytes, 48 h; hit rate 5.9% among 310,000; Potency, µM (series often up to 28.7 µM), inactives show top-dose activity change, negative = inhibition, most hits filed as inhibitors; further: potency means the concentration at half of the fitted maximal effect; on the % scale 0 is the no-effect control and ±100 the full control effect
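Read-out is firefly luciferase luminescence from an integrated reporter in P. falciparum, so falling signal marks reduced parasite growth. Infected erythrocytes were at 2% hematocrit and 0.1% parasitemia (final) in Albumax-supplemented RPMI 1640.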
Pf growth 96h: P. falciparum growth inhibition at 96 hours | P. falciparum luciferase reporter growth, 96 h | Potency, µM (highest dose often 28.7 µM), inactives show at the top dose activity change, negative = inhibition, actives largely listed as inhibitors | hit rate 6.9% among 320,000; further: potency means the concentration at half of the fitted maximal effect; on the % scale 0 is the no-effect control and ±100 the full control effect
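P. falciparum expressing integrated firefly luciferase, in erythrocytes at 2% hematocrit, 0.05% parasitemia, incubated with compounds 96 h at 37 C, 5% CO2. Growth inhibition read as loss of luminescence; two-generation exposure targets delayed-death apicoplast inhibitors.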
Shiga inhibitor: Shiga toxin inhibition. Vero cells, Shiga toxin protein synthesis inhibition reporter. AID 2315. hit rate 9.2% among 290,000. inhibition, % at 38.7 µM; in the data active means inhibition mostly above about 28%, no sharp cut-off; inactive means mostly below about 43%; further: 0% is about no effect
FBPA Giardia inh: inhibitors of Giardia lamblia fructose-1,6-bisphosphate aldolase; A8B2U2; purified Giardia FBPA; Potency, µM (top dose mostly 59.6 µM), for the others: top-dose activity, negative = inhibition, most hits filed as inhibitors; hit rate 0.71% among 290,000; further: potency means the concentration at half of the fitted maximal effect; on the % scale 0 is the no-effect control and ±100 the full control effect; nearly all actives have a fitted effect of over 55% in size
Target sequence (A8B2U2 whole entry, looked up): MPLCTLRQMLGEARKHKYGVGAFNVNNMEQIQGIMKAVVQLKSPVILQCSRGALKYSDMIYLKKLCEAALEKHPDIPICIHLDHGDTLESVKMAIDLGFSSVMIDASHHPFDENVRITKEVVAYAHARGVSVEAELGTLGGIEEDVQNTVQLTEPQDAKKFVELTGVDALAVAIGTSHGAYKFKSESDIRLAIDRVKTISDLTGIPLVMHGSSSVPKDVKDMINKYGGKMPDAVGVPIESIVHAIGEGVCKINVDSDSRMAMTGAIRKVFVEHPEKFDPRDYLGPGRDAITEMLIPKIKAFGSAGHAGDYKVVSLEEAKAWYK
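Giardia FBPA (40 nM reagent) was preincubated 10 min at RT with compound (up to 57.5 uM final), then substrate plus GAPDH/TPI/NAD/arsenate coupling system with diaphorase/resazurin was added; resorufin fluorescence (525/598 nm) was read after 20 min.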
Cycloheximide cs: counter-screen for Shiga toxin inhibitors: cycloheximide protein synthesis inhibition. AID 2314. cell reporter, cycloheximide protein synthesis inhibition counterscreen. max response, %. hit rate 12% among 300,000; in the data active means max response mostly above about 13%, no sharp cut-off; inactive means mostly below about 14%; further: read at 38.3 µM for the half of the compounds with a filed dose; 0% is about no effect
Sm TGR block: inhibitors of Schistosoma mansoni thioredoxin glutathione reductase; Q962Y6; purified TGR, DTNB reduction, TNB absorbance 405 nm; Potency, µM (titrated, usually from 114 µM), without a hit: at the highest dose activity change, negative = inhibition, actives largely listed as inhibitors; hit rate 3% among 360,000; further: potency means the concentration at half of the fitted maximal effect; on the % scale 0 is the no-effect control and ±100 the full control effect; nearly all actives have a fitted effect of over 60% in size
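Kinetic colorimetric format: TGR-catalysed, NADPH-driven DTNB reduction monitored via TNB absorbance. Enzyme dispensed at 20 nM; compound exposure 15 min at room temperature before reaction start.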
Starred values were filed as active, the others as inactive; ? = inconclusive; . = no result given; & = joins results of further samples; [ ] = dose if it differs, or a comment. Unless noted, the call rests on the fitted dose curve; in most records, active means well fitted curve in the direction sought with a large enough effect; inconclusive means small, poorly fitted or top-dose-only effect, or another doubt; inactive means no such curve, though single readings can be large; an effect the other way counts as inactive or inconclusive.

SMILES	Pf growth 48h	Pf growth 96h	Shiga inhibitor	FBPA Giardia inh	Cycloheximide cs	Sm TGR block
CC1=C(C(=O)c2ccccc2)C(c2ccc(O)cc2)NC(=S)N1 (stereo unspecified)	?	0%	9	7%	1	1%
CC(NS(=O)(=O)c1cccc(Cl)c1)C(=O)N(C)C1CCN(C)CC1 (stereo unspecified)	10%	0%	-15	8%	-1	-7%
O=C(NCc1ccccc1)c1ccc(N2CCC3(CC2)CC(c2ccccc2)=NO3)c([N+](=O)[O-])c1	?	?	12	0%	-1	-14%
O=c1cc(-c2ccco2)nc(-c2cccs2)o1	8%	1%	-16	-3%	-4	-27%
C=CCOc1ccccc1CNCCNC(=O)c1nonc1N	13%	13%	17	-2%	13	.
Cc1cccn2cc(-c3cccc(S(=O)(=O)N4CCOCC4)c3)nc12	-14%	-9%	13	.	-2	5%
O=C(O)Cc1ccc(NC(=O)c2ccc(NC(=O)C3CC3)cc2)cc1	-19%	5.9µM*	-10	-12%	-2	14%
CN(C)c1ccnc(Nc2ccc(F)cc2)c1C#N	18%	?	8	-1%	-1	17%
CCOc1ccc(OCc2nnc(SCC(=O)NC3CCS(=O)(=O)C3)n2-c2ccc(Cl)cc2)cc1 (stereo unspecified)	-22%	?	36	5%	-4	5%
Cc1ccc(C2=NN(C(=O)c3ccco3)C(O)(C(F)(F)F)C2)cc1 (stereo unspecified)	15%	12%	37*	-8%	14*	-23%
Cc1ccc(-n2c(O)c(C=NCc3ccccn3)c3ccccc3c2=O)cc1C	-27%	?	10	-4%	-4	0%
CCc1ccc(CN2C(=O)c3ccccc3C2C(=O)NC(C)CC)cc1 (stereo unspecified)	-1%[0.00184 µM]	-7%	-5	6%	-4	9%
O=C1CC(N(O)c2ccccc2)C(=O)N1Cc1ccccc1 (stereo unspecified)	.	5%	-11	-5%	-6	-3%[11.4 µM]
COc1ccccc1-c1cn(S(=O)(=O)c2ccc(C)cc2)nc1N	-26%	-5%	-7	-2%	1	11%
CCOc1ccc2nc(NC(=O)Cn3cnc4c3c(=O)n(C)c(=O)n4C)sc2c1	14%	.	22	15%	14	-5%
O=C(Cn1ncc2c(=O)oc3ccccc3c21)NCCc1ccsc1	1%	0%	9	1%	-4	6%
O=C(NC1CCCC1)C(c1ccsc1)N(Cc1ccco1)C(=O)Cc1cccs1 (stereo unspecified)	-15%	-14%	31	0%	-8	-21%
c1ccc(COc2cccc(CNn3cnnc3)c2)cc1	-3%	.	1	4%	-4	-20%
O=C(O)c1cccc(CSc2ncccn2)c1	-5%	.	11	11%	-2	-5%
Cc1ccc(-c2nc(CS(=O)(=O)CC(=O)NCCN3CCOCC3)c(C)o2)cc1	10%	?	-9	5%	-9	-30%
COc1ccc2c(C)c(CCC(=O)N3C[C@H]4C[C@@H](C3)c3cccc(=O)n3C4)c(=O)oc2c1	?	?	-3	0%	-1	-15%
COc1ccccc1Nc1nc(N)nc(-c2oc3ccccc3c2C)n1	.	33%[activator]	36	5%	0	-23%
Cc1nc(C(=O)N2CCCC(C(=O)c3ccc(Cl)cc3)C2)cs1 (stereo unspecified)	9%	8%	-10	2%	1	4%
CCOc1cc(CNc2ncnc3nc[nH]c23)ccc1OC	-1%	-11%	-5	-3%	-2	-3%
O=C(NCc1cccnc1)c1cc2nc(-c3cccs3)cc(C(F)(F)Cl)n2n1	-10%	9%	-8	0%	-4	0%
C/C(=C1/SC(N2CCOCC2)=NC1=O)c1ccc(Br)cc1	.	5%	-2	0%	-1	1%[11.4 µM]
Cc1ccc(C(=O)N/N=C\c2ccc[nH]2)cn1	.	19%	24	-16%	19*	0%
Cc1c(NC(=O)c2ccc(=O)oc2)c(=O)n(-c2ccccc2)n1C	21%	9%	6	6%	-3	-18%
Cc1ccc(CONC(=O)c2ccc(Cl)cc2)cc1	219%[activator]	198%[activator]	.	.	.	3%
Cc1ccc(-c2c(C#N)c(N)nc3c2CCCC3)s1	6%	36%[activator]	-4	1%	-1	-1%
COc1ccc(/C(O)=C2/C(=O)C(=O)N(Cc3cccnc3)C2c2ccncc2)cc1F (stereo unspecified)	9%	30%	-1	?	-3	-23%
COc1ccccc1NC(=O)CSC(N)=O	.	-13%	-9	-16%	-2	-20%
CC(=O)NC1C(=O)N(CCN2CCOCC2)c2ccc(C)cc21 (stereo unspecified)	3%	?	-7	?	-4	-5%
O=S(=O)(NC1CC2CCC1C2)c1ccc2c(c1)OCCO2 (stereo unspecified)	14%	18%	13	3%	0	-12%
CC(C)(C)OC(=O)[C@H](CCCCN)NC(=O)c1nc[nH]c1C(=O)NCCCCCN	-17%	23%	.	.	.	-7%
CC(C)C(NC(=O)c1cccc(S(=O)(=O)N2CCOCC2)c1)C(=O)NCc1ccc(Cl)cc1 (stereo unspecified)	?	-20%	.	.	.	0%
CC(=O)C1=C(O)C(=O)N(c2ccc(S(N)(=O)=O)cc2)C1c1ccccc1F (stereo unspecified)	4%	4%	13	8%	-1	-15%
O=C(Cn1nnc(-c2cccc(C(F)(F)F)c2)n1)N1CCOCC1	13%	27%	-4	5%	2	6%
Cc1occc1C(=O)N/N=C/c1cccs1	79%[activator]	146%[activator]	84*	.	33*	6%
Cc1cc(N)n(Cc2ccc(Cl)cc2)n1	0%	72%[activator]	7	0%	-3	-2%
COc1ccc(CN(C)C(=O)CC(c2ccccc2)c2ccccc2)cc1	?	?	7	11%	-2	12%
CC(C)=CCC/C(C)=C/CC(C)(C)CNCCN1CCNCC1	4.7µM*	4.7µM*	-7	-4%	-4	-1%
COC(=O)c1ccccc1NC(=O)CN1CCCCCC1	-1%	-7%	.	4%	-1	-16%
O=C(COC(=O)/C=C/c1ccc2c(c1)OCO2)NCc1ccccc1	-15%	35%[activator]	.	.	.	-8%
CCN1C(=O)CC(C(=O)O)SC1=Nc1ccc(OC)cc1 (stereo unspecified)	8%	?	-15	12%	-4	-3%
CSc1nc(NS(=O)(=O)c2cc(Br)ccc2Br)cc(=O)[nH]1	22%	33%[activator]	-11	-3%	7	-3%
Cc1ccc(S(=O)(=O)Oc2ccccc2N2C(=O)C3C4CCC(C4)C3C2=O)cc1 (stereo unspecified)	3%	10%	6	7%	12	12%
N#Cc1ncc(Cc2ccccc2)nc1C#N	?	?	.	-8%	12	?
CCOC(=O)N1CCN(C(=O)Cc2ccccc2[N+](=O)[O-])CC1	-3%	-26%	-7	7%	-2	-1%
Cn1cccc1Cc1nnc(SCC(N)=O)n1-c1ccc(F)cc1	-8%	210%[activator]	-15	-5%	1	?
Cc1c(Br)c([N+](=O)[O-])nn1CC(=O)NCc1ccccn1	29%	47%[activator]	-4	0%	1	0%
C=CCn1c(Cc2ccccc2)nnc1SCc1nc2ccccc2c(=O)[nH]1	0%	-10%	-6	1%	1	50%[activator]
CN1CCc2c(sc(NC(=O)Cc3ccccc3)c2C#N)C1	5%	80%[activator]	-3	?	-3	0%
Cc1ccc(C)c(S(=O)(=O)N2CCN(C(=O)CCc3nc4ccccc4c(=O)[nH]3)CC2)c1	?	10µM*	.	.	.	-7%
O=C(Cc1ccc(Br)cc1)Nc1cccc(S(=O)(=O)N2CCOCC2)c1	-22%	?	.	.	.	-1%
CN1CCN(C(=O)/C(=C\c2cccc([N+](=O)[O-])c2)NC(=O)c2cccs2)CC1	4%	-14%	-7	0%	9	.
NC(=O)c1ccsc1NC(=O)COC(=O)c1ccncc1	26%	28%	.	.	.	-5%
CCOc1ccc2[nH]c(C)c(CN3CCN(CC)CC3)c(=O)c2c1	12%	10%	-10	8%	-1	0%
C=CCCC(=O)Nc1nc(C)c(-c2csc(Nc3ccccc3OC)n2)s1	9.3µM*	17µM*	-11	4%	-2	-1%
CN(C(=O)Nc1ccccc1)n1cnc2ccccc2c1=O	4%	28%	-4	0%	-3	5%

In the list so far, 3 have a COOH group.
SMILES	Pf growth 48h	Pf growth 96h	Shiga inhibitor	FBPA Giardia inh	Cycloheximide cs	Sm TGR block
O=C(O)Cc1ccc(NC(=O)c2ccc(NC(=O)C3CC3)cc2)cc1	-19%	5.9µM*	-10	-12%	-2	14%
O=C(O)c1cccc(CSc2ncccn2)c1	-5%	.	11	11%	-2	-5%
CCN1C(=O)CC(C(=O)O)SC1=Nc1ccc(OC)cc1 (stereo unspecified)	8%	?	-15	12%	-4	-3%

Going on with the list:
SMILES	Pf growth 48h	Pf growth 96h	Shiga inhibitor	FBPA Giardia inh	Cycloheximide cs	Sm TGR block
O=C(O)c1ccc(-c2nc(-c3ccccc3)c(-c3ccccc3)[nH]2)cc1	-12%	?	-3	12%	3	-1%
CN1c2ccccc2C(O)=C(C(=S)Nc2ccccc2)S1(=O)=O	?	-12%	12	?	9	-9%
O=C(Cc1ccccc1)NCC(=O)N/N=C/c1ccc(C(=O)O)cc1	1%	-12%	-1	.	5	-14%
CC1CCCCN1c1nc(-c2ccncc2)nc2ccccc12 (stereo unspecified)	8.3µM*	4%	-3	3%	-6	4%
COC(=O)c1sc(N2C(=O)C(=O)/C(=C(/O)c3ccc(C)cc3)C2c2ccco2)nc1C (stereo unspecified)	8%	40%[activator]	-4	-19%	1	7.1µM*
O=C(CSc1nc2ccccc2c(=O)n1CCC(=O)N1CCCCC1)NCc1ccccc1	?	22%	-15	-11%	-8	-6%
COc1ccccc1NS(=O)(=O)c1cccc(C(=O)N/N=C/c2ccccc2OCC(=O)O)c1	?	5%	-32	-3%	-1	2%
O=C(Cn1c(=O)cnc2ccccc21)N1CCCc2ccccc21	13%	6%	-4	8%	-3	-2%
CC(C)CC(=O)NC(c1cccs1)c1ccc2cccnc2c1O (stereo unspecified)	?	404%[activator]	-5	0%	-2	3%
C=CCn1c(Cc2nc3ccc(Cl)cc3[nH]2)n[nH]c1=S	7%	.	-10	9%	4	3%
CC(=O)N(/N=C1/C(=O)Nc2ccccc21)c1ccccc1	104%[activator]	155%[activator]	44*	-1%	28*	?
COc1ccc(Cn2nc(C)n(N(C)c3ncc(C(F)(F)F)cc3Cl)c2=O)cc1	?	.	-15	0%	-2	-7%
O=C(NC(=O)c1ccc(C(F)(F)F)cc1)Nc1ccc(-c2cnco2)cc1	7%	24%	43	2%	-1	8%
Cc1cc(C)c2nc(-c3ccccn3)cc(C(=O)Nc3cc(C)on3)c2c1	?	12%	3	2%	-2	-14%
COCCOC(=O)C1=C(C)Nc2ncnn2C1c1ccc(F)cc1 (stereo unspecified)	0%	13%	13	2%	-3	-11%
COc1ccc(N2CCN(S(=O)(=O)CCNC(=O)C3CC3)CC2)cc1	-14%	-2%	.	.	.	2%
O=C(NCc1nc(-c2ccc(C(F)(F)F)cc2)no1)Nc1ccc(F)cc1F	25%	11%	-4	1%	1	19%
O=C(Nc1cc(Cl)ccc1-n1cncn1)c1ccccc1OC(F)F	28%	23%	.	.	.	2%
COc1cc(NC(=O)C2=CC(c3ccco3)=NS(=O)(=O)N2C)cc(OC)c1OC	?	11%	-2	.	2	-1%&7%
Cn1c(Nc2ccc(F)cc2)nc2ccccc21	5%	-1%	18	-15%	10	-6%

Sorted by SMILES length (descending): part of the list above
SMILES	Pf growth 48h	Pf growth 96h	Shiga inhibitor	FBPA Giardia inh	Cycloheximide cs	Sm TGR block
COc1ccc(N2CCN(S(=O)(=O)CCNC(=O)C3CC3)CC2)cc1	-14%	-2%	.	.	.	2%
O=C(Nc1cc(Cl)ccc1-n1cncn1)c1ccccc1OC(F)F	28%	23%	.	.	.	2%
Cn1c(Nc2ccc(F)cc2)nc2ccccc21	5%	-1%	18	-15%	10	-6%

Assay outcomes deposited in PubChem BioAssay by National Center for Advancing Translational Sciences (NCATS).
